# Screening data: PubChem, Broad Institute
# TcdB inh – TcdB glycohydrolase inhibitors, primary screen, biochemical, single point, plate reader | TcdB glycohydrolase enzymatic assay | AID 652162, 2013 | Toxin B (Clostridioides difficile), P18177 | inhibition, % at 9.99 µM | 350,000 compounds, 0.24% hits; in the data active = inhibition above about 10%
# Starred values were filed as active, the others as inactive; & = joins results of further samples. A portion of the library; count on the stated rates, not on these rows.
Molecule	TcdB inh
C[C@H](CO)N1C[C@H](C)[C@@H](CN(C)C(=O)Nc2cccc3ccccc23)OCCCC[C@H](C)Oc2ccc(NC(=O)Nc3ccc4c(c3)OCO4)cc2C1=O	-0.6
COc1ccccc1CN1[C@H](CO)[C@@H](c2ccccc2)C12CN(C(=O)c1cnccn1)C2	-0.1
COc1ccc(NC(=O)N(C)C[C@H]2Oc3ccc(NC(=O)NC(C)C)cc3CC(=O)N([C@@H](C)CO)C[C@@H]2C)cc1	-0.1
C[C@H](CO)N1C[C@H](C)[C@@H](CN(C)C)Oc2c(NC(=O)Nc3ccc4c(c3)OCO4)cccc2C1=O	-1.2
O=C(C[C@@H]1C=C[C@@H](NS(=O)(=O)c2ccccc2)[C@H](CO)O1)NCc1ccc(Cl)c(Cl)c1	0.2
COc1ccc(NC(=O)Nc2ccc3c(c2)C(=O)N([C@H](C)CO)C[C@H](C)[C@@H](CN(C)Cc2ccc(-c4ccccc4)cc2)O3)cc1	-1.2
COc1ccc(NC(=O)Nc2ccc3c(c2)CC(=O)N([C@@H](C)CO)C[C@@H](C)[C@H](CN(C)C(=O)NC(C)C)O3)cc1	-6.2
C[C@@H]1CCCCO[C@H](CN(C)CC2CC2)[C@H](C)CN([C@H](C)CO)C(=O)c2cc(NS(=O)(=O)c3ccccc3)ccc2O1	1.0
CN(C)C(=O)C[C@H]1CC[C@@H]2[C@H](COc3ccc(NC(=O)C4CC4)cc3C(=O)N2C)O1	0.9
C[C@H]1CN([C@@H](C)CO)C(=O)c2ccccc2-c2ccccc2CO[C@H]1CN(C)S(=O)(=O)c1cccc(F)c1	0.5
C[C@H]1CCCCO[C@@H](CN(C)C(=O)CCC(F)(F)F)[C@@H](C)CN([C@@H](C)CO)C(=O)c2cc(NS(C)(=O)=O)ccc2O1	-7.1
O=C(C1CC1)N1CCCCN2[C@@H](CO)[C@@H](c3ccc(C#CC4CC4)cc3)[C@@H]2C1	-0.3
C[C@H]1CN([C@@H](C)CO)S(=O)(=O)c2ccc(C#Cc3ccccc3F)cc2O[C@H]1CN(C)CC1CC1	0.0
COCC(=O)N1CC(=O)N2[C@H](C1)[C@@H](c1ccc(C#CCc3ccccc3)cc1)[C@@H]2CO	0.5
O=C(C[C@@H]1C[C@H]2c3cc(NC(=O)CC4CC4)ccc3O[C@H]2[C@@H](CO)O1)NCC(F)(F)F	-0.3
CCCNC(=O)C[C@@H]1CC[C@H]2[C@H](COc3ccc(NC(=O)Nc4ccccc4F)cc3C(=O)N2C)O1	0.3
CCc1cc2c(nc1CC)CCCN2S(=O)(=O)c1ccccc1C	1.1
C[C@@H]1CCCCO[C@@H](CN(C)S(=O)(=O)c2cn(C)cn2)[C@H](C)CN([C@@H](C)CO)C(=O)c2cc(NC(=O)Nc3ccc(F)cc3)ccc2O1	-0.3
CC(=O)N(C)C[C@H]1Oc2cc(C#CC3CCCC3)ccc2S(=O)(=O)N([C@H](C)CO)C[C@@H]1C	-0.3
CN(C)CC(=O)N1CCCCN2[C@@H](CO)[C@@H](c3ccc(/C=C/c4ccccc4)cc3)[C@@H]2C1	0.7
CCNC(=O)[C@@H]1[C@@H](CO)[C@@H]2Cn3c(ccc(-c4ccccc4)c3=O)[C@@H]2N1CC1CC1	0.1
Cc1ccc(S(=O)(=O)N2[C@@H](Cc3ccccc3)CO[C@H]2CC(=O)c2ccc(F)cc2)cc1	0.6
COc1ccc(-c2cnc3c(c2)C(=O)N([C@H](C)CO)C[C@H](C)[C@H](CN(C)Cc2ccccn2)O3)cc1	2.8
C[C@H](CO)N1C[C@H](C)[C@@H](CN(C)S(=O)(=O)c2cn(C)cn2)OCCCC[C@H](C)Oc2ccc(NC(=O)NC3CCCCC3)cc2C1=O	0.5
C[C@H](CO)N1C[C@H](C)[C@H](CN(C)S(=O)(=O)c2ccccc2)Oc2ccc(NC(=O)c3ccncc3)cc2C1=O	0.3
C[C@H](CO)N1C[C@H](C)[C@H](CN(C)C)Oc2c(NC(=O)C3CCOCC3)cccc2C1=O	0.0
C[C@H]1CN([C@@H](C)CO)S(=O)(=O)c2ccc(Br)cc2O[C@@H]1CN(C)C(=O)CN(C)C	-0.8
CN1C(=O)c2cc(NC(=O)c3cccs3)ccc2OC[C@@H]2O[C@@H](CC(=O)N3CCCCC3)CC[C@H]21	-0.4
CO[C@H]1CC[C@@H]2CCOc3c(C#N)cccc3C(=O)N(C)C[C@H](c3ccccc3)CC(=O)N(C)C[C@H]1O2	-0.6
C[C@@H]1CN([C@H](C)CO)S(=O)(=O)c2ccc(-c3ccc(F)cc3)cc2O[C@@H]1CN(C)C	0.3
O=C(N[C@H]1CC[C@@H](CCNS(=O)(=O)c2ccc(F)cc2)O[C@@H]1CO)c1cccnc1	0.2
C[C@@H]1CN([C@H](C)CO)C(=O)c2cc(NC(=O)Nc3ccc(F)cc3)ccc2O[C@@H](C)CCCCO[C@@H]1CN(C)Cc1ccc(Cl)c(Cl)c1	-0.6
COc1ccccc1-c1ccc2c(c1)[C@@H]1[C@@H](CCN1C(=O)C1CC1)[C@@H](CO)N2	1.4
O=C(C[C@@H]1C=C[C@@H](NC(=O)C2CCOCC2)[C@@H](CO)O1)NCC1CCCCC1	0.0
COCCNC(=O)C[C@@H]1CC[C@H]2[C@@H](COc3ccc(NS(=O)(=O)c4ccc(Cl)cc4)cc3C(=O)N2C)O1	-0.1
C[C@H](CO)N1C[C@H](C)[C@@H](CN(C)C(=O)CCN(C)C)OCc2ccccc2-c2c(n(C)c3ccccc23)C1=O	-9.8
O=C(Nc1ccccc1)N1CC(=O)N2[C@H](CO)[C@@H](c3ccc(C#CC4CCCCC4)cc3)[C@@H]2C1	0.0
C[C@@H]1CN([C@H](C)CO)C(=O)Cc2cc(NC(=O)Cn3cnnn3)ccc2O[C@H]1CN(C)C(=O)Nc1ccc(C(F)(F)F)cc1	-0.4
O=C(N[C@H]1CC[C@H](CCNS(=O)(=O)c2ccccc2)O[C@H]1CO)c1cccc(F)c1	-0.2
Cc1ccc(S(=O)(=O)NC[C@@H]2CC[C@@H]3[C@@H](CN3Cc3cc(F)ccc3F)O2)cc1	0.2

# 3 structures already listed, arranged by formula weight, rising:
Molecule	TcdB inh
CCNC(=O)[C@@H]1[C@@H](CO)[C@@H]2Cn3c(ccc(-c4ccccc4)c3=O)[C@@H]2N1CC1CC1	0.1
C[C@@H]1CN([C@H](C)CO)S(=O)(=O)c2ccc(-c3ccc(F)cc3)cc2O[C@@H]1CN(C)C	0.3
CN1C(=O)c2cc(NC(=O)c3cccs3)ccc2OC[C@@H]2O[C@@H](CC(=O)N3CCCCC3)CC[C@H]21	-0.4

# Other entries follow.
> C[C@@H]1CCCCO[C@H](CN(C)C(=O)c2ccncc2)[C@@H](C)CN([C@H](C)CO)C(=O)c2cc(NC(=O)CCCCCC(=O)Nc3ccccc3N)ccc2O1
  TcdB inh = 0.0
> C[C@H]1CN([C@@H](C)CO)C(=O)c2cc(-c3cccc(C#N)c3)cnc2O[C@@H]1CN(C)C(=O)c1ccccn1
  TcdB inh = 1.1
> COc1cccc(CN2[C@@H]3CNC[C@H]2C3c2ccc(-c3ccncc3)cc2)c1 (some centres not stated)
  TcdB inh = -0.6&0.3
> Cc1noc(C)c1S(=O)(=O)Nc1ccc2c(c1)C(=O)N([C@H](C)CO)C[C@H](C)[C@H](CN(C)C)OCCCC[C@H](C)O2
  TcdB inh = -2.3
> Cc1noc(C)c1NC(=O)N(C)C[C@@H]1OCCCC[C@H](C)Oc2ccc(NC(=O)Nc3ccc(C(F)(F)F)cc3)cc2C(=O)N([C@@H](C)CO)C[C@H]1C
  TcdB inh = 0.3
> COc1ccccc1NC(=O)N[C@H]1CC[C@@H](CCNS(=O)(=O)c2ccc(Cl)cc2)O[C@H]1CO
  TcdB inh = -0.5
> COc1ccc([Si](C)(C)[C@H]2[C@H](CCO)O[C@@]3(C(=O)N(Cc4ccccc4)c4ccc(N5CCOC5=O)cc43)[C@@H]2C)cc1
  TcdB inh = -2.5
> CCCNC(=O)N(C)C[C@@H]1Oc2ncc(C#CC3(O)CCCC3)cc2C(=O)N([C@@H](C)CO)C[C@@H]1C
  TcdB inh = -5.9
> C[C@@H]1CN([C@@H](C)CO)S(=O)(=O)c2ccc(C3=CCCCC3)cc2O[C@H]1CN(C)Cc1ccccc1F
  TcdB inh = -1.6
> Cc1noc(C)c1NC(=O)Nc1ccc2c(c1)C(=O)N([C@@H](C)CO)C[C@@H](C)[C@H](CN(C)S(=O)(=O)c1ccc(F)cc1)OCCCC[C@@H](C)O2
  TcdB inh = -0.4
> C[C@@H]1CN([C@@H](C)CO)S(=O)(=O)c2ccc(C#CCN(C)C)cc2O[C@H]1CN(C)C
  TcdB inh = 0.6
> O=C(CN1CCOCC1)N[C@H]1CC[C@H](CCn2cc(C3CCCC3)nn2)O[C@H]1CO
  TcdB inh = -0.7
> C[C@@H]1CN([C@@H](C)CO)C(=O)c2cc(C#Cc3ccccc3F)cnc2O[C@@H]1CN(C)C(=O)c1ccc2c(c1)OCO2
  TcdB inh = -0.6
> CC(=O)N(C)C[C@@H]1Oc2ncc(-c3ccc(C(=O)N(C)C)cc3)cc2C(=O)N([C@H](C)CO)C[C@@H]1C
  TcdB inh = 1.1
> C[C@@H]1CN([C@H](C)CO)C(=O)CCCn2cc(nn2)CO[C@H]1CN(C)Cc1cccc(C(=O)O)c1
  TcdB inh = -0.5

> C/C=C/c1cnc2c(c1)C(=O)N([C@H](C)CO)C[C@H](C)[C@@H](CN(C)S(=O)(=O)c1ccc(F)cc1)O2
  TcdB inh = 1.2
> CN(C)C(=O)[C@@H]1[C@@H](CO)[C@@H]2Cn3c(ccc(-c4ccccc4)c3=O)[C@@H]2N1CCC(F)(F)F
  TcdB inh = -8.6
> CO[C@@H]1CN(C)C(=O)c2cc(NC(=O)NC3CCCCC3)ccc2OC[C@@H](C)N(C)C[C@H]1C
  TcdB inh = 0.2
> C[C@@H]1CN([C@H](C)CO)C(=O)c2cccc(NC(=O)NC3CCCCC3)c2O[C@@H]1CN(C)C(=O)Nc1ccc2c(c1)OCO2
  TcdB inh = -0.1
> CC(C)NC(=O)Nc1ccc2c(c1)CC(=O)N([C@H](C)CO)C[C@@H](C)[C@@H](CN(C)Cc1ccc3c(c1)OCO3)O2
  TcdB inh = 1.0
> C[C@H]1CN([C@@H](C)CO)S(=O)(=O)c2ccc(/C=C/c3ccccc3)cc2O[C@H]1CN(C)Cc1cccnc1
  TcdB inh = -0.2
> C[C@@H]1CN([C@@H](C)CO)C(=O)c2cc(NC(=O)CCC(F)(F)F)ccc2O[C@H]1CN(C)Cc1ccc(C(=O)O)cc1
  TcdB inh = 0.5
> COc1ccc(-c2cnc3c(c2)C(=O)N([C@@H](C)CO)C[C@@H](C)[C@H](CN(C)C(=O)Cc2ccncc2)O3)cc1
  TcdB inh = -0.5
> Cc1ccc(S(=O)(=O)C[C@@H]2OC[C@H](C)N2S(=O)(=O)c2ccc(C)cc2)cc1
  TcdB inh = -3.5
> CO[C@H]1CN(C)C(=O)c2ccc(NS(=O)(=O)c3ccc(Cl)cc3)cc2OC[C@@H](C)N(C(=O)NC(C)C)C[C@H]1C
  TcdB inh = -1.2
> C[C@H](CO)N1C[C@H](C)[C@H](CN(C)C(=O)C2CCC2)Oc2cc(-c3ccc(C(=O)N(C)C)cc3)ccc2S1(=O)=O
  TcdB inh = -4.0
> C[C@@H]1CN([C@@H](C)CO)C(=O)Cc2cc(NC(=O)CCC(F)(F)F)ccc2O[C@H]1CN(C)Cc1ccncc1
  TcdB inh = -0.5
> COc1ccc(NC(=O)Nc2ccc3c(c2)CC(=O)N([C@H](C)CO)C[C@H](C)[C@@H](CN(C)C(=O)Nc2ccc(OC)cc2)O3)cc1
  TcdB inh = -1.2
> C[C@@H]1CN([C@H](C)CO)S(=O)(=O)c2ccc(-c3cncnc3)cc2O[C@H]1CN(C)Cc1ccccn1
  TcdB inh = 0.1

# As a working copy, some entries already given.
> CN(C)C(=O)[C@@H]1[C@@H](CO)[C@@H]2Cn3c(ccc(-c4ccccc4)c3=O)[C@@H]2N1CCC(F)(F)F
  TcdB inh = -8.6
> CO[C@@H]1CN(C)C(=O)c2cc(NC(=O)NC3CCCCC3)ccc2OC[C@@H](C)N(C)C[C@H]1C
  TcdB inh = 0.2
> C[C@@H]1CN([C@H](C)CO)C(=O)c2cccc(NC(=O)NC3CCCCC3)c2O[C@@H]1CN(C)C(=O)Nc1ccc2c(c1)OCO2
  TcdB inh = -0.1
> CC(C)NC(=O)Nc1ccc2c(c1)CC(=O)N([C@H](C)CO)C[C@@H](C)[C@@H](CN(C)Cc1ccc3c(c1)OCO3)O2
  TcdB inh = 1.0
> C[C@H]1CN([C@@H](C)CO)S(=O)(=O)c2ccc(/C=C/c3ccccc3)cc2O[C@H]1CN(C)Cc1cccnc1
  TcdB inh = -0.2
> C[C@@H]1CN([C@@H](C)CO)C(=O)c2cc(NC(=O)CCC(F)(F)F)ccc2O[C@H]1CN(C)Cc1ccc(C(=O)O)cc1
  TcdB inh = 0.5
> COc1ccc(-c2cnc3c(c2)C(=O)N([C@@H](C)CO)C[C@@H](C)[C@H](CN(C)C(=O)Cc2ccncc2)O3)cc1
  TcdB inh = -0.5
> Cc1ccc(S(=O)(=O)C[C@@H]2OC[C@H](C)N2S(=O)(=O)c2ccc(C)cc2)cc1
  TcdB inh = -3.5
> CO[C@H]1CN(C)C(=O)c2ccc(NS(=O)(=O)c3ccc(Cl)cc3)cc2OC[C@@H](C)N(C(=O)NC(C)C)C[C@H]1C
  TcdB inh = -1.2
> C[C@H](CO)N1C[C@H](C)[C@H](CN(C)C(=O)C2CCC2)Oc2cc(-c3ccc(C(=O)N(C)C)cc3)ccc2S1(=O)=O
  TcdB inh = -4.0
> C[C@@H]1CN([C@@H](C)CO)C(=O)Cc2cc(NC(=O)CCC(F)(F)F)ccc2O[C@H]1CN(C)Cc1ccncc1
  TcdB inh = -0.5
> COc1ccc(NC(=O)Nc2ccc3c(c2)CC(=O)N([C@H](C)CO)C[C@H](C)[C@@H](CN(C)C(=O)Nc2ccc(OC)cc2)O3)cc1
  TcdB inh = -1.2
> C[C@@H]1CN([C@H](C)CO)S(=O)(=O)c2ccc(-c3cncnc3)cc2O[C@H]1CN(C)Cc1ccccn1
  TcdB inh = 0.1
